mIDH1 inhibitor – inhibitors of human mutant IDH1 R132H | AID 602179 | O75874 | hit rate 0.093% among 390,000 | IDH1-R132H enzyme, NADPH consumption, diaphorase/resazurin fluorescence | Potency, µM (top dose mostly 76.6 µM), for the others: at the highest dose activity change, negative = inhibition, most hits filed as inhibitors; further: potency means the concentration at half of the fitted maximal effect; on the % scale 0 is the no-effect control and ±100 the full control effect; nearly all actives have a fitted effect of over 65% in size
Target sequence (O75874 whole entry R132H, stated change not applied): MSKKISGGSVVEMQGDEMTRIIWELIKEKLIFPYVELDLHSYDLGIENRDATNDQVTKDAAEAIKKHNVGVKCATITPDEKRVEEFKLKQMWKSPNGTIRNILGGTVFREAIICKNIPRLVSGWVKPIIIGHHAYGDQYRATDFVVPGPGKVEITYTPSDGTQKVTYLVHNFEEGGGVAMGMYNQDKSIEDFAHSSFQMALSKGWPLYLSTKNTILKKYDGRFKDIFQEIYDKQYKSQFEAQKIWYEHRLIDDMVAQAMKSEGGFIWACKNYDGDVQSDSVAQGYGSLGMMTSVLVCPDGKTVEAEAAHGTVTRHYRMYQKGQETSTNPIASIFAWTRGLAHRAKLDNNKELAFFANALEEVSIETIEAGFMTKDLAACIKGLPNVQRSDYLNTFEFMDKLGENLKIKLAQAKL
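IDH1-R132H (0.5 ug/mL dispensed) in pH 7.5 Tris buffer was preincubated 30 min with compound, then given a substrate mix of 0.016 mM NADPH and 2 mM alpha-KG for 80 min at room temperature; remaining NADPH was read by diaphorase/resazurin fluorescence.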
RXFP1 ag – RXFP1 (human) receptor agonism | hit rate 0.3% among 370,000 | Potency, µM (doses to about 57.5 µM), for the others: at the highest dose activation, usual class: activators | Q9HBX9 | HEK293T-RXFP1 cAMP TR-FRET, 30 min; response scale: percent of porcine relaxin response, buffer zero; further: potency means the concentration at half of the fitted maximal effect; on the % scale 0 is the no-effect control and ±100 the full control effect; nearly all actives have a fitted effect of over 60% in size; many of its hits are not listed in these tables
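cAMP rise read by TR-FRET after 30 min, 37C compound exposure (up to 58 uM) in RXFP1-transfected HEK293 cells with Ro 20174 present. EC50 from Hill-equation fits, with 29 nM porcine relaxin as 100% and buffer as basal.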
TrxR1 substrate – is turned over as a substrate by rat TrxR1; hit rate 0.01% among 390,000; AID 588456; O89049; Potency, µM (doses to about 114 µM), for the others: at the top dose activity change, negative = substrate turnover; purified TrxR1 substrate turnover, NADPH consumption readout; further: potency means the concentration at half of the fitted maximal effect; on the % scale 0 is the no-effect control and ±100 the full control effect; nearly all actives have a fitted effect of over 50% in size
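Rat TrxR1, dispensed at 90 nM, was prereduced with 400 uM NADPH (final) for 5 min at ~22 deg C, then incubated with compound 15 min before 400 uM selenite. A first-read NADPH fluorescence drop versus no-compound background flagged substrates.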
Vif-A3F inh – blocks the Vif interaction with APOBEC3F | AID 602313 | hit rate 0.2% among 390,000 | Potency, µM (doses to about 46.1 µM), without a hit: at the highest dose activity, negative = active | HeLa A3F-eYFP + Vif (tagged APOBEC3F with the HIV-1 protein that degrades it), YFP fluorescence increase; further: potency means the concentration at half of the fitted maximal effect; % of control where 0% means no effect; nearly all actives have a fitted effect of over 65% in size
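Fluorescence increase (Ex 488/Em 500-530) after overnight compound treatment at 37 deg C flags inhibition of Vif-driven A3F-eYFP loss in stable HeLa A3F-eYFP/Vif cells seeded overnight beforehand.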
Vif-APOBEC3G blk – blocks the Vif interaction with human APOBEC3G | HeLa A3G-eYFP + Vif (tagged APOBEC3G with the HIV-1 protein that degrades it), YFP fluorescence, overnight | Potency, µM (top dose mostly 46.1 µM), inactives show at the top dose activity, negative = active, most hits filed as inhibitors | hit rate 0.076% among 410,000 | AID 602310;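 further: potency means the concentration at half of the fitted maximal effect; on the % scale 0 is the no-effect control and ±100 the full control effect; nearly all actives have a fitted effect of over 60% in size; hits raise eYFP signal because A3G escapes Vif-driven loss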
Target sequence (Q9HC16 whole entry, looked up): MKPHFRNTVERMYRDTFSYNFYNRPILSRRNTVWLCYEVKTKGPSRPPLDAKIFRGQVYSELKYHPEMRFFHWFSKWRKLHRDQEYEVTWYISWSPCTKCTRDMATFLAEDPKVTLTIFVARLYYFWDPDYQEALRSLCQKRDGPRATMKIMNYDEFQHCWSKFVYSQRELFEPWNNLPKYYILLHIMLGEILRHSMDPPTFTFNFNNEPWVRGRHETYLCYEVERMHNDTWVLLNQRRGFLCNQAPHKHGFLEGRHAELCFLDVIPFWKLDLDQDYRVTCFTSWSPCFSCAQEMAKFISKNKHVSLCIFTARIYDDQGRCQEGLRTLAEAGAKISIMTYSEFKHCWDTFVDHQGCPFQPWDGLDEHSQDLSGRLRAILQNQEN
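Read-out is eYFP fluorescence (Ex 488/Em 500-530) from Vif-expressing HeLa A3G-eYFP cells; more signal means A3G escaped Vif-mediated degradation. Cells plated overnight, compound pinned in, incubated overnight at 37 deg C.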
Glioma ERSR ind – ER stress response induction in glioma; U87-MG GRP78 promoter luciferase reporter, 16 h; Potency, µM, inactives show at the highest dose activation, most hits filed as activators; hit rate 0.02% among 420,000; AID 602332; further: potency means the concentration at half of the fitted maximal effect; series mostly up to about 76 µM; % of control where 0% means no effect; nearly all actives have a fitted effect of over 35% in size
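Stably transfected U87-MG human glioma cells carrying a GRP78-based luminescent sensor were seeded at 1000 cells/well, pin-dosed with compounds and incubated 16 h. Luciferase reagent was then added, and end-point luminescence was read after 10 min at room temperature.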
USP1 inh – blocks the human USP1/UAF1 deubiquitinase complex. Potency, µM (doses to about 57.1 µM), for the others: at the highest dose activity change, negative = inhibition, most hits filed as inhibitors. hit rate 0.23% among 390,000. AID 743255. recombinant USP1/UAF1, Ub-Rhodamine cleavage fluorescence; further: potency means the concentration at half of the fitted maximal effect; on the % scale 0 is the no-effect control and ±100 the full control effect; nearly all actives have a fitted effect of over 60% in size; inactives centre near -12
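1 nM enzyme complex + cpd, 15 min RT; start with Ub-Rho 150nM final; kinetic fluorescence ex 480/em 540, 6 reads q60 s. Buffer 50mM HEPES pH 7.8, 0.5mM EDTA, 0.1 mg/ml BSA, 1mM TCEP, 0.01% Tween-20.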
PI4K2A inh – PI4K2A (human) kinase inhibition | Q9BTU6 | purified PI4K2A, ADP-Glo luminescence, 1 h; hits give low values | activity change, negative = inhibition, % at 76.9 µM | hit rate 0.13% among 420,000 | AID 1346378; in the data active means activity change below about -50%; inconclusive means mostly about -30% to -49%;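 further: -100% = wells without enzyme as full effect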
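ADP-Glo luminescence measured ADP generated by PI4K2A enzyme (4 ug/mL before mixing) with 1.2 mM PI substrate (pre-mix) and 300 microM ATP (pre-mix). Tris pH7.5 buffer with MgCl2, Triton X-100; 1 h reaction at ambient temperature.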
LDHA block – inhibitors of human lactate dehydrogenase A; P00338; purified LDHA, NADH/diaphorase-resazurin fluorescence; hits give low values; activity change, % (values are at about 110 or 230 µM); hit rate 0.15% among 480,000; AID 1347041; in the data active means activity change below about -30%; inconclusive means mostly about -25% to -30%;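 further: plate controls were DMSO wells for no effect and wells without enzyme for full effect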
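Resorufin fluorescence (ex540/em590), read at 0 and 20 min after diaphorase/resazurin addition, reports the NADH left after a 5 min room-temperature reaction of 2 nM human LDH5 with 0.06 mM NADH and 0.2 mM pyruvate.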
* hit, by the source's call; ? = inconclusive; nt = not tested or not shown; [ ] = another dose, or the depositor's remark. Unless noted, the call rests on the fitted dose curve; in most records, active means well fitted curve in the direction sought with a large enough effect; inconclusive means small, poorly fitted or top-dose-only effect, or another doubt; inactive means no such curve, though single readings can be large; an effect the other way counts as inactive or inconclusive. An excerpt; rates above refer to the full screens.

SMILES	mIDH1 inhibitor	RXFP1 ag	TrxR1 substrate	Vif-A3F inh	Vif-APOBEC3G blk	Glioma ERSR ind	USP1 inh	PI4K2A inh	LDHA block
CCCCN1C(=O)NC2NC(=O)NC21 (stereo not drawn)	-10%	1.3%	2%[57.1 µM]	2%	0%	-4%	-13%	10	-6
COc1ccccc1C(=O)N/N=C/C(C)=C/c1ccccc1	13%	-0.1%	5%[57.1 µM]	-15%	-2%	4%	-14%	3	-4
CN1/C(=C\C(=O)Nc2ccc(Br)cc2)C(C)(C)c2ccccc21	-3%	2.8%	-7%	-16%	4%	-3%	-9%	-5	5
CS(=O)(=O)N1CCN(c2ccccc2NC(=O)c2cccnc2)CC1	4%	3.1%	-8%	-1%	-2%	0%	-11%	-2	-1
CCOc1ccc(-n2ccnc2SCC(=O)NCc2ccc3c(c2)OCO3)cc1	4%	3.2%	4%[57.1 µM]	-17%	3%	1%	1%	-4	2
CCn1cc(C(=O)N2CCN(c3cc(Cl)ccc3C)CC2)c(=O)c2cc(S(=O)(=O)N3CCCC3)ccc21	-10%	2.3%	-13%	-3%	-7%	-3%	-16%	-3	0
O=C(CCN1CCOCC1)c1ccc(Br)cc1	1%	0.5%	12%[57.1 µM]	6%	-26%	-14%	-11%	2	-3
O=C(Cn1nnc(-c2cccc(C(F)(F)F)c2)n1)NC(=O)NCc1ccco1	0%	-0.1%	-6%	-1%	0%	-2%	-2%	-15	-3
C/C(=N\NC(=O)C1CC1)c1ccc(C)cc1C	13%	nt	13%	0%	5%	-1%	-15%	-3	0
CC(C)CN1CCN(CCCOC(=O)Nc2cccc3ccccc23)CC1C (stereo not drawn)	-2%	nt	9%[57.1 µM]	2%	4%	-3%	-14%	0	3
COc1ccccc1-c1nn2c(-c3ccco3)nnc2s1	9%	-0.1%	10%	-23%	-11%	8%	-13%	-5	-7
CN(CCCNC(=O)c1ccc(CS(=O)c2ccc(Br)cc2)o1)Cc1ccccc1 (stereo not drawn)	-6%	1.3%	-2%	5%	0%	-4%	-21%	6	-4
Cc1cccn2c(=O)nc(SCC(=O)NC3CCCCC3)nc12	0%	13%	5%[57.1 µM]	5%	1%	-3%	-18%	-2	-5
COc1cc(NC(=O)N2CCOCC2)cc(OC)c1	15%	0.4%	-3%	2%	-1%	4%	3%	3	1
CC1CN(C(=O)N2CCC(C(=O)NC3CCCCCC3)CC2)c2cc(Cl)ccc2O1 (stereo not drawn)	-12%	1.5%	0%	0%	0%	0%	-22%	-3	-3

Two entries from above in another layout:
| mol | mIDH1 inhibitor | RXFP1 ag | TrxR1 substrate | Vif-A3F inh | Vif-APOBEC3G blk | Glioma ERSR ind | USP1 inh | PI4K2A inh | LDHA block |
| --- | --- | --- | --- | --- | --- | --- | --- | --- | --- |
| Cc1cccn2c(=O)nc(SCC(=O)NC3CCCCC3)nc12 | 0% | 13% | 5%[57.1 µM] | 5% | 1% | -3% | -18% | -2 | -5 |
| COc1cc(NC(=O)N2CCOCC2)cc(OC)c1 | 15% | 0.4% | -3% | 2% | -1% | 4% | 3% | 3 | 1 |

Following part
SMILES	mIDH1 inhibitor	RXFP1 ag	TrxR1 substrate	Vif-A3F inh	Vif-APOBEC3G blk	Glioma ERSR ind	USP1 inh	PI4K2A inh	LDHA block
COc1ccccc1Oc1nc(-c2cccnc2)nc2ccccc12	-5%	1.9%	-2%	10%	-9%	-2%	-16%	3	-7
N#Cc1ccc(Oc2ccc(C(F)(F)F)cc2NC(=O)c2ccc(F)cc2)cc1	7%	0.3%	-3%	-23%	-1%	-4%	-25%	1	1
N/C(=N\OC(=O)c1ccc(Cl)cc1Cl)c1ccc(Cl)cc1	11%	4.8%	14%[57.1 µM]	-3%	-11%	-6%	-7%	-4	0
Cc1ccc(C2(C)NC(=O)N(CC(=O)N(c3ccccc3)C3CCS(=O)(=O)C3)C2=O)cc1 (stereo not drawn)	4%	nt	7%	1%	3%	-2%	-15%	-14	-12
Cc1ccc(O)c(C(=O)c2cnn(C(=O)Cc3csc(C)n3)c2)c1	-6%	-0.8%	10%[57.1 µM]	3%	1%	3%	-3%	-5	2
CSc1nc2nc(-c3ccccc3)cc(C(F)(F)F)n2n1	1%	0.2%	66%[activator]	nt	0%	-6%	-18%	-15	-3
CC1CC(C)CN(S(=O)(=O)c2ccc(NC(=O)CN3CCCCCC3)cc2)C1 (stereo not drawn)	6%	1.2%	-9%[57.1 µM]	5%	3%	-1%	-19%	-1	-2
Cc1ccc(NC(=O)COC(=O)c2ccccc2-c2nc3ccccc3s2)c(C)c1	15%	1.0%	2%	1%	-1%	-6%	-23%	-4	-1
Nc1ccc(Oc2ccc3nc(-c4ccccc4)c(-c4ccccc4)nc3c2)cc1	1%	1.9%	-4%	0%	-9%	-3%	-11%	-2	-5
COc1cc(C2(c3ccc(O)c(OC)c3)C(=O)Nc3c(Br)cc(Br)cc32)ccc1O	52µM*	nt	0%	-4%	-22%	-3%	-5%	4	-2
CCOc1cc(CN2CCc3c([nH]c4ccccc34)C2)ccc1OC	7%	-0.3%	2%[57.1 µM]	9%	-7%	-7%	2%	0	-9
COc1ccccc1CNc1nc(-c2ccco2)nn1S(=O)(=O)c1ccc(Cl)cc1	9%	0.5%	4%	3%	4%	-1%	-8%	-4	-5
COc1ccc(Br)cc1CN(C)C(=O)Cc1ccc(S(=O)(=O)N2CCOCC2)s1	1%	0.8%	-6%	7%	0%	-6%	-14%	2	-3
CCOc1ccc(C2C(C#N)=C(N)Oc3cc(O)ccc32)cc1OCC (stereo not drawn)	4%	-2.3%	-4%	-8%	-20%	-1%	-16%	4	-6
O=C(C1CCCN(S(=O)(=O)c2ccc(F)cc2)C1)N1CCCC1 (stereo not drawn)	-1%	3.8%	3%	nt	0%	-1%	-23%	-8	-15
CCN(CC)c1ncnnc1-c1ccccc1	9%	1.2%	-1%	-9%	0%	-1%	-12%	7	-6
CC(C)CC(=O)NC(=S)Nc1nc(-c2ccccc2)cs1	1%	1.7%	5%	2%	-1%	0%	-3%	-1	-5
COc1ccc(C(=O)Sc2nncc3ccccc23)cc1	3%	0.0%	2%	-1%	-8%	-4%	-23%	35	-3
O=C(CSc1n[nH]c(=O)[nH]c1=O)N1CCCCCC1	-5%	-1.3%	-4%	-3%	-3%	-3%	-20%	-3	-3
CCOC(=O)N1CCN(c2ccc(Cl)cc2)CC1	8%	-0.7%	-6%	-3%	2%	-5%	-3%	0	-6
Cc1cccc(NC(=O)CCCN2C(=O)c3ccccc3C2=O)n1	7%	0.5%	8%[57.1 µM]	-4%	2%	-4%	-4%	-2	-4
Cc1nnc(N(C)C(=O)Cc2ccc3c(c2)OCO3)s1	3%	-1.4%	3%	nt	1%	-4%	-1%	-12	5
CCC(C)NC(=O)Cc1ccc(-c2ccccc2)cc1 (stereo not drawn)	8%	-1.8%	-1%	-7%	0%	1%	-17%	-1	0
C/C=C/C(=O)OCC(=O)Nc1cccc(S(=O)(=O)NC2=NCCCCC2)c1	12%	0.4%	-5%	?	0%	-3%	-18%	2	-4
SCc1nc2ccccc2[nH]1	nt	nt	5%	nt	-3%	0%	nt	nt	-6
COc1ccccc1-c1ccc(/C=C2/C=C(CC(C)C)OC2=O)o1	7%	4.3%	41%[activator]	-6%	-7%	0%	-14%	-3	0
CC(C)c1nnc(NC(=O)CCC(=O)N2CCC(Cc3ccccc3)CC2)s1	0%	-2.8%	5%	1%	0%	-4%	-18%	8	-4
CC(C)(C)[C@@H]1C=C(C(=O)N2CCN(Cc3ccc4c(c3)OCO4)CC2)O[C@H](OCc2ccc(CO)cc2)C1	9%	3.4%	-4%	1%	1%	2%	-19%	1	0
COc1ccc(-c2ncccc2O)cc1	-2%	1.4%	38%[activator][57.1 µM]	0%	4%	2%	-12%	9	-15
Cc1c(C(=O)NN2CCN(C)CC2)cccc1[N+](=O)[O-]	6%	1.5%	9%	0%	2%	-2%	-5%	2	-2
CCOC(=O)c1c(CN(CC)CC)oc2ccc(OC)cc12	5%	-1.4%	14%	-6%	1%	-1%	-14%	2	-9
CCN(CC(=O)NCc1ccc(F)cc1)C(=O)/C=C/c1cc(OC)ccc1OC	-10%	9.4%	74%[activator]	11%	-18%	-4%	-7%	-4	-8
O=C1C(Nc2cccc(O)c2)=C(N2CCCCC2)C(=O)c2ccccc21	16%	-2.4%	0%	-1%	-1%	5%	?	-23	34
N#Cc1ccc(CSc2nc(N)cc(N)n2)cc1	9%	-0.2%	0%	11%	-7%	-2%	-11%	32	-3
O=C(CN1C(=O)NC2(CCCC2)C1=O)Nc1cc(Cl)ccc1N1CCOCC1	1%	0.0%	-4%	0%	0%	-5%	-22%	2	-2
Cc1cccc(NC(=O)Cn2c(=O)oc3cc(S(=O)(=O)N4CCCCCC4)ccc32)c1	nt	-0.4%	-3%	nt	nt	nt	?	-5	-6
CS(=O)(=O)N1CCN(c2c(Cl)cccc2[N+](=O)[O-])CC1	2%	0.8%	-2%	3%	0%	-3%	-5%	-1	4
Cc1c(Cl)cccc1NC(=O)CCNC(=O)N1CC(=O)Nc2ccccc21	-9%	-0.3%	6%	-2%	-1%	-1%	-20%	3	-6
COc1ccccc1C(=O)COC(=O)c1ccc(Cl)nc1	1%	-2.3%	1%	-4%	0%	-2%	-20%	-7	-1

Assay outcomes deposited in PubChem by National Center for Advancing Translational Sciences (NCATS).
